Screens from PubChem BioAssay.
LGR2 inh – Drosophila LGR2 receptor signaling inhibition. HEK293 LGR2, CRE-luciferase, bursicon-stimulated, 4 h. inhibition, % at 9.99 µM. 380,000 tested, 0.35% active. AID 720647;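 active means drop in luminescence signal, shown as inhibition above about 50% in the replicate tests, limit read from the data, passing the limit was not always enough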;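 further: agonist challenge used bursicon conditioned medium at about half maximal strength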
INS-1E GSIS act – GLuc luminescence reporter in INS-1E cells, primary screen for activators of glucose-dependent secretion of insulin. INS-1E GLuc reporter insulin secretion, 2-3 h. activation, % at 16.6 µM. 370,000 tested, 0.61% active. AID 743287;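 active means lowest replicate activation of at least 40%, so every replicate reaches that level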;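 further: 0% = median of neutral control wells and 100% = median of IBMX positive control wells; some compounds called inactive have numbers as strong as hits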
C2C12 statin – suppression of simvastatin myotoxicity. C2C12 myotubes + simvastatin, ATP luminescence, 48 h; scaled: DMSO 0, geranylgeraniol control 100. rescue of ATP level, % at 7.49 µM. 330,000 tested, 0.78% active. AID 602340;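 active means mean ATP rescue above about 67%, or every replicate alone reaching that limit, limit read from the data, passing the limit was not always enough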;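 further: myotubes were challenged with 10 µM simvastatin during compound exposure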
PGC1a acetyl inh – PGC1a acetylation modulation, inhibitor mode; U2OS PGC1a acetylation, AlphaScreen anti-acetyl-lysine; with virally co-expressed GCN5 acetyltransferase; AID 651687; inhibition, % at 15.6 µM; 350,000 tested, 0.17% active;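 active means every replicate shows inhibition of at least 40%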;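 further: 0% = neutral control wells and 100% = positive control wells; some results beyond the cut were filed as inactive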
Cneo AK release – causes C. neoformans cell lysis; AID 651654; lysis activity, % at 15 µM; adenylate kinase release luminescence, 4 h; normalised: neutral wells 0, clomiphene wells 100; 360,000 tested, 0.2% active;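 active means mean lysis activity across replicates of at least 80%, whatever share of replicates individually reach that level; inactive means mean lysis activity below 80%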
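Assay system: C. neoformans cells. Amount: yeast cell density of 5 × 10^6 cells/mL. Technique: AK luminescence. Buffer or medium: YPD. Times: static 4 h at 37 °C with compound, 1 h detection. Dosing: single-point compound dose. Read-out: lysis from increased AK signal.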
PglD DTNB – inhibitors of Campylobacter jejuni PglD acetyltransferase. purified PglD enzyme, DTNB colorimetric CoA detection. inhibition, % at 12.5 µM. 360,000 tested, 0.098% active; in the data active means inhibition above about 16%, passing the limit was not always enough; further: strong numbers were not always called active
ARNT-TACC3 inh – disrupts binding between human ARNT and TACC3; AlphaScreen His-ARNT PAS-B/GST-TACC3 binding, luminescence; TACC3 fragment carries E629A point mutation; inhibition, % at 9.99 µM; 390,000 tested, 0.66% active; AID 623870;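 active means mean inhibition of replicates at least 50% and at least half of replicates each reaching 50%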;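 further: 0% = complete ARNT plus TACC3 wells and 100% = ARNT alone without TACC3; many hits fall short of the cut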
PAX8 inh HTS – inhibitors of PAX8 transcriptional activity in RMG-I cells; RMG-I TPO-luciferase reporter, SteadyGlo, 24 h; inhibition, % at 12.6 µM; 360,000 tested, 1.2% active;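 active means mean replicate inhibition at least 60% with every replicate also reaching 60%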;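 further: luciferase light reporting Pax8 driven TPO promoter activity; plate controls were median of neutral control wells for no effect and mitoxantrone controls for full effect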
* = called active by the depositor; / = no result given. Compounds were not picked by outcome. About 2.9% of those tested had a hit in this group.

SMILES	LGR2 inh	INS-1E GSIS act	C2C12 statin	PGC1a acetyl inh	Cneo AK release	PglD DTNB	ARNT-TACC3 inh	PAX8 inh HTS
CC(=O)N(C)C[C@H]1Oc2cc(-c3ccccc3F)ccc2S(=O)(=O)N([C@@H](C)CO)C[C@@H]1C	-5	8	6	1	0	5	6	/
COc1ccc(Nc2nnc(SCc3cn4c(C)cccc4n3)s2)cc1	9	0	/	-14	-3	5	3	21
O=c1cc(COc2ccc(Cl)c(Cl)c2)nc2sccn12	-28	-22	4	8	2	-2	-1	-35
CCOc1cc(C(=O)Nc2c3c(nn2C(C)(C)C)CS(=O)C3)cc(OCC)c1OCC (stereo not given)	/	/	6	/	15	7	-4	/
CC(=O)c1ccc(S(=O)(=O)NCCc2csc(-c3cccnc3)n2)cc1	9	-5	4	/	-2	-2	1	2
CCN(CC(=O)Nc1ccc(NC(C)=O)cc1)C(=O)c1cccc(S(=O)(=O)N2CCCC2)c1	-5	27	/	/	/	/	0	-7
COc1cc([N+](=O)[O-])ccc1NC(=O)CCS(=O)(=O)c1ccc2c(c1)n(C)c(=O)c(=O)n2C	-1	5	4	0	/	/	-1	5
CC(C)NC(=O)N1[C@H](C#N)[C@@H](c2ccc(C#CC3CCCCC3)cc2)[C@@H]1CO	-3	0	64	-27	-5	-1	-2	22
Cc1ccc(SCCC(=O)Nc2c(C)n(C)n(-c3ccccc3)c2=O)cc1	/	/	/	4	-3	7	0	10
CC1(C)CN=C(N(Cc2ccccc2)C(=O)Nc2ccccc2)S1	-10	25	8	/	1	-1	0	-51
C[C@@H]1CN([C@@H](C)CO)C(=O)Cc2cc(NC(=O)Cc3cn(C)c4ccccc34)ccc2O[C@@H]1CN(C)C(=O)Nc1ccc2c(c1)OCO2	3	-20	6	-1	-1	-1	-12	6
CC(=O)Nc1sc(N/N=C\c2ccccc2Cl)nc1-c1cccs1	-7	-17	/	3	4	-4	-3	-62
COc1ccc(CN(C)C[C@@H]2OCCCC[C@H](C)Oc3ccc(NC(=O)Nc4ccccc4)cc3C(=O)N([C@@H](C)CO)C[C@H]2C)cc1	/	/	/	-4	6	0	-6	-4
CCN1CCC(CNCc2cn(-c3ccc(OC)cc3)nc2-c2ccccc2Cl)C1 (stereo not given)	18	-12	/	/	/	/	15	18
Cn1cnnc1SCCNS(=O)(=O)c1cccc([N+](=O)[O-])c1	-2	-6	/	-1	-3	-8	-2	4
COc1ccc(C(=O)Cc2cc3cccc(OC)c3oc2=O)cc1	-2	-5	17	0	0	-8	-3	-23
CCOC(=O)c1ccoc1CSCC(=O)N1CCN(S(=O)(=O)c2ccc(C)cc2)CC1	/	/	7	-9	1	2	-8	/
CCCN=C1N(CC)C[C@@H]2[C@@H]3C(=O)N(Cc4ccccc4)C(=O)[C@@H]3[C@](Cc3ccccc3)(C(=O)OC)N12	-20	1	0	-2	0	1	-9	8
CO[C@H]1CN(C)C(=O)c2cc(NC(C)=O)ccc2OC[C@@H](C)N(Cc2ccncc2)C[C@H]1C	-2	5	-9	3	-3	-1	2	/
CCCCOc1ccc(CSCCN)cc1Cl	-65	-30	-1	12	-5	-9	2	-61
C[C@@H]1CN([C@@H](C)CO)C(=O)c2cc(NS(=O)(=O)c3ccccc3)ccc2O[C@@H](C)CCCCO[C@H]1CN(C)C(=O)c1ccccc1	2	2	/	-11	-4	0	2	12
CN(C)CCn1nnnc1SCC1=C(C(=O)O)N2C(=O)[C@@H](NC(=O)Cc3csc(N)n3)[C@H]2SC1	7	6	4	-2	1	-2	40	-4
COC(=O)Cc1c(C)c2ccc(O)c(CN3CCCC(C)C3)c2oc1=O (stereo not given)	/	/	12	2	1	-3	-10	/
CN(C)/C=N/NC(=O)c1ccc(Cl)cc1	8	0	/	-8	8	6	4	6
O=C(O)c1cccc(OCc2ccccc2Cl)c1	/	/	23	9	0	6	-7	/
C[C@H]1CN([C@@H](C)CO)C(=O)c2cc(NC(=O)Nc3ccc(C(F)(F)F)cc3)ccc2O[C@H]1CN(C)Cc1ccccc1	-8	-13	12	-6	-1	5	2	34
COC(=O)c1sccc1NC(=O)Nc1ccc(C)cc1	-108	12	7	5	-11	1	-3	4
CCOC(CCNC(=O)c1cn(CC(C)C)c(=O)c2c1c1ccccc1n2C)OCC	10	11	-8	1	2	-2	-4	-13
O=c1cc(-c2cccc3ccccc23)[nH][nH]1	7	11	8	/	9	5	-2	/
CC1(C(=O)OCC(=O)NNC(=O)COc2ccc(Cl)cc2)CC1(Cl)Cl (stereo not given)	1	-15	2	/	-2	0	-4	-15
O=C1SC(SCc2ccccc2Cl)=N/C1=C\c1ccc(C(=O)O)cc1	10	8	/	-3	/	/	0	-19
CC(NC(=O)C1CCN(S(=O)(=O)N2CCCCCC2)CC1)c1ccccc1 (stereo not given)	-4	3	7	-21	-3	4	-33	/
CCN(CC(=O)Nc1c(F)cccc1F)C(=O)c1ccc(OC)c(S(=O)(=O)NC2CCCC2)c1	-4	-2	4	-14	3	-4	/	-3
CCC(C)Sc1cccc(-c2nc3ccccn3c2NCc2ccccc2)c1 (stereo not given)	1	/	-14	-17	-1	0	-4	-36
O=C(CCC(=O)N1CCCC1)Nc1ccc([N+](=O)[O-])cc1	16	-5	/	20	-2	8	0	-13
CCCCCN(C(=O)CSc1n[nH]c(-c2ccc(C)cc2)n1)c1c(N)n(CCCC)c(=O)[nH]c1=O	4	-12	-7	-8	-9	4	1	-35
CN1c2ccc(C#Cc3cccnc3)cc2[C@@H]2[C@@H](CCN2C(=O)Cc2cccnc2)[C@@H]1CO	-3	-23	-20	-4	-1	1	14	88*
CC(C)CC(=O)NC1(C(F)(F)F)NC(=O)N(c2ccccc2)C1=O (stereo not given)	15	1	4	-9	4	4	-9	0
COC(=O)C1=C(N)Oc2cc(C)oc(=O)c2C1c1cccnc1 (stereo not given)	/	/	-74	/	-2	-8	-1	/
C=CCn1c(NC(=O)c2ccc(Br)o2)c(C(=O)OCC)sc1=S	-6	-8	-12	9	-1	-2	0	/
C[C@H](CO)N1C[C@H](C)[C@H](CN(C)C(=O)c2ccncc2)Oc2ncc(-c3ccncc3)cc2C1=O	-1	6	12	11	-7	-2	-3	/
CN(C)c1nc2ccc(OCCN3CCCCC3)cc2s1	/	/	2	/	-1	-1	-3	/
O=C(Nc1ccc(CSc2ccccc2)cc1)c1ccc(CN2CCOCC2)cc1	1	-41	/	/	/	/	3	10
C=CCN(c1ccccc1OC)S(=O)(=O)c1cccc(C(=O)OCC(=O)N2CCOCC2)c1	-4	-8	4	3	-2	-1	-1	-4
CCC(=O)N1CC2(CN(C(=O)Nc3ccc(F)cc3)C2)c2c([nH]c3cc(OC)ccc23)[C@H]1CO	-6	-3	/	12	/	/	/	-6
Cc1nn(Cc2ccc(Cl)cc2)c(C)c1NC(=O)CSc1n[nH]c(C)c1[N+](=O)[O-]	-11	-9	/	-7	1	2	-5	3
CCN(CC)C(=O)C1=C(C)N(CCCN2CCCC2=O)C(=O)C(CC(=O)NCCN2CCOCC2)C1 (stereo not given)	-6	0	-9	4	0	0	/	-2
CO[C@H]1CN(C)C(=O)c2cc(NC(=O)C3CC3)ccc2OC[C@@H](C)N(C(=O)c2ccncc2)C[C@H]1C	19	6	-3	-10	0	3	-12	-5
COc1cccc(S(=O)(=O)N[C@H]2C=C[C@H](CC(=O)NC3Cc4ccccc4C3)O[C@@H]2CO)c1	23	-7	4	-22	-5	-1	-4	7
CCCn1c(=O)c(C(=O)NCc2ccccc2Cl)c(O)c2ccccc21	1	-2	11	-17	-2	-1	-2	-12
O=C(Cc1ccccn1)NCC[C@H]1CC[C@H](NC(=O)c2ccccc2F)[C@H](CO)O1	10	-1	4	0	15	0	16	12
COc1ccc(S(=O)(=O)N(C)CC(=O)NCc2cccnc2)cc1OC	3	29	-7	7	-1	-6	-2	/
O=C(Cn1cc(C(F)(F)F)cc(Cl)c1=O)Nc1cc(S(=O)(=O)N2CCOCC2)ccc1Cl	5	-30	/	-8	1	7	-9	3
CCCN(C)C[C@H]1Oc2ncc(-c3ccccc3)cc2C(=O)N([C@@H](C)CO)C[C@@H]1C	/	/	-1	-3	6	8	-7	2
CCCN1C[C@H](C)[C@H](OC)CN(C)C(=O)c2ccc(NC(=O)CC(F)(F)F)cc2OC[C@H]1C	5	17	/	7	/	/	/	17
Cc1ccc(OC(C)C(=O)Nc2ccc(C)c(S(=O)(=O)Nc3ccc(C)cc3C)c2)cc1 (stereo not given)	15	-16	4	/	/	/	-11	2
COc1ccc2cc(C3OCCO3)c(Cl)nc2c1	-57	13	/	-9	/	/	-5	-153
CC(C)CN(C(=O)CSc1nnc2c(Cl)cc(C(F)(F)F)cn12)C1CCS(=O)(=O)C1 (stereo not given)	/	/	-1	10	3	1	-2	19
C[C@@H]1CCCCO[C@@H](CN(C)C(=O)Nc2ccccc2)[C@H](C)CN([C@@H](C)CO)C(=O)c2cc(NC(=O)c3ccccc3)ccc2O1	4	-23	/	-12	-2	-3	-9	-20
Cc1cc(-c2nnc(SCC(=O)Nc3nc(-c4ccccc4)cs3)o2)no1	1	15	/	1	2	1	1	-18

Record cards, from the list above.
Entry for `CCC(C)Sc1cccc(-c2nc3ccccn3c2NCc2ccccc2)c1` (stereo not given) : LGR2 inh = 1; INS-1E GSIS act = /; C2C12 statin = -14; PGC1a acetyl inh = -17; Cneo AK release = -1; PglD DTNB = 0; ARNT-TACC3 inh = -4; PAX8 inh HTS = -36
Entry for `CC(C)NC(=O)N1[C@H](C#N)[C@@H](c2ccc(C#CC3CCCCC3)cc2)[C@@H]1CO` : LGR2 inh = -3; INS-1E GSIS act = 0; C2C12 statin = 64; PGC1a acetyl inh = -27; Cneo AK release = -5; PglD DTNB = -1; ARNT-TACC3 inh = -2; PAX8 inh HTS = 22

Next records.
SMILES	LGR2 inh	INS-1E GSIS act	C2C12 statin	PGC1a acetyl inh	Cneo AK release	PglD DTNB	ARNT-TACC3 inh	PAX8 inh HTS
Brc1ccc(NC2=Nc3ccccc3CC2)cc1	/	-8	/	1	-8	4	-5	/
COc1ccc([N+](=O)[O-])cc1NCc1ccccc1	19	-17	11	-84	-4	-6	5	4
Fc1ccc(COc2cccc(-c3n[nH]c(=S)o3)c2)cc1	-5	0	-2	4	/	/	8	-6
CCCNC(=O)C[C@@H]1C[C@H]2c3cc(NS(=O)(=O)c4ccc(OC)cc4)ccc3O[C@H]2[C@H](CO)O1	-1	-11	-3	-1	-4	10	-7	9
Cc1ccc(NC(=O)COC(=O)c2ccc([N+](=O)[O-])o2)cc1S(=O)(=O)N1CCCCC1	-17	-8	/	26	/	/	-12	-4
O=C(Nc1nnc(-c2ccccc2Cl)o1)c1nc2ccccc2s1	-43	12	3	-2	0	-6	4	19
COc1ccc(NC(=O)N(C)C[C@@H]2Oc3ccc(NC(=O)C4CCCCC4)cc3C(=O)N([C@H](C)CO)C[C@H]2C)cc1	-3	2	-15	7	2	3	-4	/
O=C(C[C@@H]1CC[C@H]2[C@@H](COC[C@@H](O)CN2CCC(F)(F)F)O1)NCC1CC1	0	0	-11	-3	0	-1	-8	21
Cc1cn(CCC(=O)Nc2ccc(N3CCOCC3)cc2)c2ccccc12	/	/	-4	-5	-2	12	-1	-138
CC(=O)NC12CC3CC(C1)CC(C(=O)Nc1ccc(C)c(S(=O)(=O)N4CCCCCC4)c1)(C3)C2	11	-38	0	/	0	0	/	10
O=C(C[C@H]1CC[C@@H]2[C@H](COC[C@@H](O)CN2C(=O)c2ccccc2)O1)Nc1ccccc1	-7	-9	0	2	-1	-2	-4	/
CC(C)NC(=O)N(C)C[C@H]1Oc2ccc(NC(=O)NC3CCCCC3)cc2CC(=O)N([C@@H](C)CO)C[C@H]1C	-11	2	12	-1	0	-8	-15	/
